Dyrk1A ADPGlo – rat Dyrk1A kinase inhibitors, primary screen, biochemical, single point, plate reader. inhibition, % at 12.5 µM. ADP-Glo luminescence, NFATc1 peptide. AID 504441, 2011. 310,000 tested, 0.43% active. Dual specificity tyrosine-phosphorylation-regulated kinase 1A (Rattus norvegicus), Q63470; in the data active = inhibition above about 50%;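 note: plate controls were vehicle with enzyme for no effect and no enzyme for full effect; many of its hits are not listed in these tables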
HSF-1 act – HSF-1 activators, primary screen, NIH3T3-HGL cells, MG132 stress, luminescence, single point. NIH3T3-HGL HSF-1 luciferase reporter, 8 h; 100% = twice DMSO control signal. activation, % at 9 µM. 300,000 tested, 1.7% active;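 active = mean replicate activation of at least 50% with a set share of replicates each reaching 50%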;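 note: 0% = median of the neutral control wells and 100% = twice that signal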
GSK3A inh – blockers of GSK3A enzyme activity – biochemical, luminescence, cell-free homogeneous, HTS, primary screen; Glycogen synthase kinase-3 alpha (Homo sapiens), P49840; GSK-3 alpha kinase, ADP-Glo luminescence, 60 min; inhibition, % at 10 µM; 320,000 tested, 0.1% active; AID 2650, 2010;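 in the data active = inhibition above about 50%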;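 note: GST-tagged GSK-3 alpha with peptide substrate and 25 µM ATP; 0% = DMSO neutral wells and 100% = GW8510 positive control wells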
Target sequence (P49840 whole entry, looked up): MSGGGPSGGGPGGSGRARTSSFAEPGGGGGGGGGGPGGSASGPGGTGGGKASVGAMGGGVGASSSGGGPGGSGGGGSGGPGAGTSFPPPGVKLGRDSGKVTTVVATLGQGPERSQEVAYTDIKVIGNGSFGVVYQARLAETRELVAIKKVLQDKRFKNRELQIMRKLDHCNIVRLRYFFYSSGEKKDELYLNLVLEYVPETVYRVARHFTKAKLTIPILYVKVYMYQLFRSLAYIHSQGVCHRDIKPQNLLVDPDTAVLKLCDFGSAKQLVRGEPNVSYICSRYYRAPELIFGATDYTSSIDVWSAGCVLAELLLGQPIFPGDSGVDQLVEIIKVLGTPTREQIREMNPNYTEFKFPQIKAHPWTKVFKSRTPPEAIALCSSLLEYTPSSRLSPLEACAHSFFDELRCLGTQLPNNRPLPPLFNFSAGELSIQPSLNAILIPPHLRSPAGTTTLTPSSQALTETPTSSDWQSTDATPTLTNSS
HSF1 inhib – HSF1 inhibitors in luciferase reporter cells, primary screen, cell-based, NIH3T3, luminescence. NIH3T3-HGL HSE-luciferase, MG132-induced, luminescence 8 h; stronger effect = lower value. activity change, negative = inhibition, % at 7.5 µM (by protocol). 300,000 tested, 0.77% active;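 active = more than half of replicate wells show activity change below -50%, luminescence cut by over half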;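 note: luciferase reports HSF-1 transcriptional activity via heat shock element; 0% = median of DMSO wells and -100% = zero luminescence signal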
* hit, by the source's call; . = no result given; & = joins results of further samples. Only part of the results is shown, so the mix of outcomes need not match the whole.

Compound	Dyrk1A ADPGlo	HSF-1 act	GSK3A inh	HSF1 inhib
C[C@]12CC[C@H](O)CC1=C([N+](=O)[O-])CC1C2CC[C@@]2(C)C1CC[C@@H]2O (some centres not stated)	10	.	9	.
O=c1[nH]c(=S)[nH]c(O)c1N=Nc1cc(S(=O)(=O)Nc2ccc(Cl)cc2)ccc1Cl	5	.	-3	.
COC(=O)C1=C(c2ccc3ccccc3c2)C[C@@H]2CC[C@H]1N2C(=O)NCCNC(C)=O	6	.	-3	.
COC(=O)C1=C(c2ccc(F)cc2OCc2ccccc2)C[C@@H]2CC[C@H]1N2C(=O)N1CCC(C)CC1	4	.	-4	.
COC(=O)C1=C(c2cccc(Cl)c2)C[C@@H]2CC[C@H]1N2C(=O)N1CCCC1	3	.	-2	.
CCCN1CCO[C@@H]2c3cc(O)ccc3OC[C@H]21	11	.	-1	.
COC(=O)C1=C(c2ccc(F)cc2OCc2ccccc2)C[C@@H]2CC[C@H]1N2C(=O)NCc1ccc(C)cc1	9	.	-2	.
COC(=O)C1=C(c2ccc(F)cc2OCc2ccccc2)C[C@@H]2CC[C@H]1N2C(=O)NCCOc1ccc(OC)cc1	6	.	-1	.
c1ccc2nc(N3CCNCC3)ccc2c1	-7&11	.	0	.
COC(=O)C1=C(c2cccc(OCc3ccccc3)c2)C[C@@H]2CC[C@H]1N2C(=O)NCc1ccccc1	2	.	-3	.
COC(=O)C1=C(c2c(C)noc2C)C[C@@H]2CC[C@H]1N2C(=O)N1CCc2cc(OC)c(OC)cc2C1	0	.	-1	.
COC(=O)C1=C(c2cccc(C#N)c2)C[C@@H]2CC[C@H]1N2C(=O)NCCOc1ccccc1	12	.	-1	.
C[C@]12CCC3C(CC[C@H]4C[C@@H](O)CC[C@]34C)C1[C@H]1CN=N[C@H]1[C@@H]2O (some centres not stated)	0	.	-1	.
COC(=O)C1=C(c2ccc(OC)c(OC)c2)C[C@@H]2CC[C@H]1N2C(=O)NC(C)C	-8	.	-5	.
C[C@]12CC[C@@H](O)CC1=CCC1C2CC[C@@]2(C)C1CC[C@@H]2N (some centres not stated)	2	.	-1	.
Oc1ccc2c3c1O[C@H]1c4[nH]c5ccccc5c4C[C@@]4(O)[C@@H](C2)N(CC2CC2)CC[C@]314	0	.	6	.
CC(C)c1c(CN(C)C(C)Cc2ccccc2)n(C)n(-c2ccccc2)c1=O (configuration not stated)	8	.	0	.
COC(=O)C1=C(c2ccc(C(C)=O)cc2)C[C@@H]2CC[C@H]1N2C(=O)N1CCC(O)CC1	-2	.	-2	.
COC(=O)C1=C(c2ccc(Cl)c(C(F)(F)F)c2)C[C@@H]2CC[C@H]1N2C(=O)NC(C)C	6	.	-1	.
CC[n+]1c(-c2ccccc2)c2cc(N)ccc2c2ccc(N)cc21	-2	-33	.	-33
COC1C(C)OC(OC2CC(C)(O)Cc3cc4c(c(O)c32)C(=O)c2c(O)cc3c(c2C4=O)OC2OC3(C)C(O)C(N(C)C)C2O)C(OC)C1(C)OC (configuration not stated)	0	71*	.	71*
c1cc2c(cc1NC1=NCCO1)CCCC2	-1	2	.	2
COc1cccc(NP2(=O)OCC(C)([N+](=O)[O-])CO2)c1 (configuration not stated)	0	-7	.	-7
O=C(O)C1(Br)CC12c1ccccc1-c1ccccc12 (configuration not stated)	5	-2	.	-2

Twelve compounds out of the list, sorted by SMILES length, falling.
Compound	Dyrk1A ADPGlo	HSF-1 act	GSK3A inh	HSF1 inhib
COC1C(C)OC(OC2CC(C)(O)Cc3cc4c(c(O)c32)C(=O)c2c(O)cc3c(c2C4=O)OC2OC3(C)C(O)C(N(C)C)C2O)C(OC)C1(C)OC (configuration not stated)	0	71*	.	71*
COC(=O)C1=C(c2ccc(F)cc2OCc2ccccc2)C[C@@H]2CC[C@H]1N2C(=O)NCCOc1ccc(OC)cc1	6	.	-1	.
Oc1ccc2c3c1O[C@H]1c4[nH]c5ccccc5c4C[C@@]4(O)[C@@H](C2)N(CC2CC2)CC[C@]314	0	.	6	.
COC(=O)C1=C(c2c(C)noc2C)C[C@@H]2CC[C@H]1N2C(=O)N1CCc2cc(OC)c(OC)cc2C1	0	.	-1	.
C[C@]12CCC3C(CC[C@H]4C[C@@H](O)CC[C@]34C)C1[C@H]1CN=N[C@H]1[C@@H]2O (some centres not stated)	0	.	-1	.
COC(=O)C1=C(c2ccc(Cl)c(C(F)(F)F)c2)C[C@@H]2CC[C@H]1N2C(=O)NC(C)C	6	.	-1	.
O=c1[nH]c(=S)[nH]c(O)c1N=Nc1cc(S(=O)(=O)Nc2ccc(Cl)cc2)ccc1Cl	5	.	-3	.
COC(=O)C1=C(c2ccc(OC)c(OC)c2)C[C@@H]2CC[C@H]1N2C(=O)NC(C)C	-8	.	-5	.
COC(=O)C1=C(c2cccc(Cl)c2)C[C@@H]2CC[C@H]1N2C(=O)N1CCCC1	3	.	-2	.
COc1cccc(NP2(=O)OCC(C)([N+](=O)[O-])CO2)c1 (configuration not stated)	0	-7	.	-7
CCCN1CCO[C@@H]2c3cc(O)ccc3OC[C@H]21	11	.	-1	.
c1cc2c(cc1NC1=NCCO1)CCCC2	-1	2	.	2
